MLLE-PAM2 inh: blocks PAM2 peptide binding to the PABP1 MLLE domain | P11940 | GST-MLLE / FITC-PAM2 fluorescence polarization | inhibition, % at 20 µM | hit rate 0.36% among 360,000 | AID 588489; in the data active = inhibition above about 35%, passing the limit was not always enough;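 note: plate controls were DMSO wells with GST-MLLE for no effect and wells lacking GST-MLLE protein for full effect; some results filed as inactive read as strong as hits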
eLon inh: inhibits E. coli Lon protease. P0A9M0. inhibition, % at 7.94 µM. hit rate 0.42% among 360,000. purified E. coli Lon protease, fluorescence polarization; in the data active = inhibition above about 13%, passing the limit was not always enough;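 note: 0% = enzyme with probe and DMSO and 100% = no enzyme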
Target sequence (P0A9M0 whole entry, looked up): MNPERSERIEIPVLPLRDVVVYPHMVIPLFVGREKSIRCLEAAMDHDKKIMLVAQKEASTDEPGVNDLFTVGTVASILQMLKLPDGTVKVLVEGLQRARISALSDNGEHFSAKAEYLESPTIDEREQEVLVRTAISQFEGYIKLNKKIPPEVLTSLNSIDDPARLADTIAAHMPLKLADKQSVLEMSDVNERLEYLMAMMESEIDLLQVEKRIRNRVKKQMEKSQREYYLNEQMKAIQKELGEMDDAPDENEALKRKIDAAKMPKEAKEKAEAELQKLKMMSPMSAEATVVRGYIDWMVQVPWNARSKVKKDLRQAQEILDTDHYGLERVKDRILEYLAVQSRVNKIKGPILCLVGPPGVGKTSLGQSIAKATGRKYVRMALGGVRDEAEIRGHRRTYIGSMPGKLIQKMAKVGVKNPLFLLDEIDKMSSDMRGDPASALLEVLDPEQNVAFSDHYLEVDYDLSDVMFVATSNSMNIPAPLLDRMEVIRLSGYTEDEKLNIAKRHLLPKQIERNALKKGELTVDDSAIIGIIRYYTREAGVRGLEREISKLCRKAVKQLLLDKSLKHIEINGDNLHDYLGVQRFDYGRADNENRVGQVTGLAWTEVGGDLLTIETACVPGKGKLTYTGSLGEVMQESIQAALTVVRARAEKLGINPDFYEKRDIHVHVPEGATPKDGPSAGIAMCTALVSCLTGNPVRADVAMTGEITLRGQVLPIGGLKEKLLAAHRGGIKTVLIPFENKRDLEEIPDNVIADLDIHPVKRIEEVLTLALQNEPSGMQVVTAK
MT1-MMP act inh: inhibitors of human MT1-MMP activation; GFP/RFP ratio change, % at 20 µM; AID 651647; hit rate 0.061% among 360,000; HT1080 RFP-PRO-GFP cells, GFP/RFP ratio fluorescence, overnight; percent of plate control window, DMSO zero;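 active = GFP/RFP ratio change of at least 30% with cell ATP level not reduced by more than half and red fluorescence within 50% of control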; note: strong numbers were not always called active
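system = RFP-PRO-GFP reporter HT1080 cells | dosing = 20 µM single dose, 1% DMSO | timing = overnight cell settling, then overnight compound exposure, 37 °C, 5% CO2 | read-out basis = GFP/RFP fluorescence ratio | controls = DMSO and RFP-L50D-GFP cell wells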
FAS TE block: blocks the thioesterase domain of human fatty acid synthase; inhibition, % at 15 µM; P49327; AID 602261; recombinant FAS-TE, OMFH fluorogenic substrate, fluorescence endpoint; hit rate 0.67% among 360,000;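 active = compounds whose normalised, plate-corrected inhibition of enzyme fluorescence in the single-dose primary screen is 50% or more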;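 note: 0% = DMSO with enzyme and 100% = substrate without enzyme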
MsrA inh: inhibits bovine methionine sulfoxide reductase A | purified bovine MsrA, absorbance read-out | inhibition, % at 15.5 µM | hit rate 0.75% among 360,000 | AID 651718; in the data active = inhibition above about 4.5%;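 note: 0% = vehicle wells with enzyme and 100% = reference inhibitor wells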
bovine MsrA act: activates bovine MsrA enzyme; purified bovine MsrA, absorbance read-out; activation, % at 10.6 µM; hit rate 0.3% among 360,000; AID 602163; in the data active = activation above about 7.5%;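 note: 0% = vehicle and 100% = reference activator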
Rin1-Abl PPI inh: inhibitors of human Rin1-Abl protein interaction; TR-FRET Rin1/Abl binding, biochemical; inhibition, % at 7.35 µM; hit rate 0.4% among 360,000; in the data active = inhibition above about 5%, passing the limit was not always enough
CSN deneddyl inh: CSN deneddylation inhibition; Q92905; Purified CSN, SCF-Nedd8-OG deneddylation, fluorescence polarization; inhibition, % at 12.5 µM; hit rate 0.38% among 360,000;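 active = pattern-corrected inhibition above about 35%, with an unprinted fluorescence ratio check between 0.5 and 1.5, limit read from the data, passing the limit was not always enough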;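 note: 0% = enzyme with substrate and 100% = substrate without enzyme; some results filed as inactive read as strong as hits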
Target sequence (Q92905 whole entry, looked up, one chain of several): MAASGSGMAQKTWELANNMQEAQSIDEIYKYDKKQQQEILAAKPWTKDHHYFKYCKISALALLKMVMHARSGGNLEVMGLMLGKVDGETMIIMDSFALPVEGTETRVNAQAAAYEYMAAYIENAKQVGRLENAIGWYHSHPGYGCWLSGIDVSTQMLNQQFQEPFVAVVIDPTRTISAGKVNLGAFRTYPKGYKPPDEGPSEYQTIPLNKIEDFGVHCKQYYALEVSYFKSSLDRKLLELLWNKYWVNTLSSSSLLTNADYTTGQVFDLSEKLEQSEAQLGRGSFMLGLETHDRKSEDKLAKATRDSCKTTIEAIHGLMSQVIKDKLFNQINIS
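Material: human Csn5 produced in HEK293T cells; Input: enzyme 0.24 nM; Reagent: SCFSkp2-Nedd8OG substrate at 10 nM final; Dosing: 12.5 µM compound; Incubation: 90 min reaction at room temperature; Detection: fluorescence polarization of the substrate; Evaluation: % inhibition of substrate cleavage by Csn5; Control set: substrate-only high control, full reaction low control.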
Rpn11 block: blocks the human proteasome subunit Rpn11; O00487; human 26S proteasome, Ub4-pepOG fluorescence polarization; 20S core pre-blocked with epoxomicin; calls only at 20 µM; hit rate 0.59% among 360,000;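 active = inhibition at 20 µM, scaled to each plate's controls, above about 33%, limit read from the data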
The depositor's hits bear a star; i = inactive; · = no result given.

SMILES	MLLE-PAM2 inh	eLon inh	MT1-MMP act inh	FAS TE block	MsrA inh	bovine MsrA act	Rin1-Abl PPI inh	CSN deneddyl inh	Rpn11 block
O=C(NCc1ccco1)c1cc(-c2ccc3c(c2)OCO3)on1	1	6	0	-3	-0.4	-7	6	4	i
Nc1ccc2c(S(=O)(=O)O)cccc2c1S(=O)(=O)O	11	-4	-7	-8	0.7	-2	0	-2	i
Cc1ccc(NC(=O)Cn2cnc3cc([N+](=O)[O-])ccc3c2=O)c(Cl)c1	-18	-9	0	11	1.6	-1	-2	1	i
CCSc1ccc([C@@H]2[C@@H]3C(=O)N(C)C(=O)[C@@H]3[C@]3(C(=O)OC)CCCCN23)cc1	-5	10	2	12	-0.2	0	2	-1	i
COc1ccccc1C(=O)COC(=O)C1CCN(S(=O)(=O)c2ccccc2)CC1	-6	-27	-4	17	-0.7	-3	-3	1	i
O=C(CSc1nnnn1-c1ccccc1)NCC1(N2CCOCC2)CCCCC1	1	-12	-3	-3	-0.2	-2	0	-5	i
Cc1ccccc1-c1ncc(CN2CCN(C3CCCCC3)C(CCO)C2)cn1 (configuration not stated)	11	-4	0	-4	3.5	-1	-1	0	i
CCOc1ccc(N=C2NC(=O)C(CC(=O)O)S2)cc1 (configuration not stated)	-6	6	5	-7	0.3	1	2	-2	i
CN(CCc1ccccn1)C(=S)Nc1cccc(S(=O)(=O)N(C)C)c1	-36	10	0	-4	0.3	-3	4	-3	i
Cc1n(Cc2ccccc2)c2cc([N+](=O)[O-])ccc2[n+]1Cc1ccccc1	-1	-21	2	7	-0.2	-1	1	-1	i
Clc1ccc(CSc2nnc(-c3cccnc3)o2)cc1	3	0	1	2	-0.4	-11	0	5	i
C=Cn1cc[n+](CC(=O)c2cc(C(C)(C)C)c(O)c(C(C)(C)C)c2)c1	-5	-7	-3	-6	0.8	-2	1	0	i
C/C(=N\NC(=O)COc1ccc(C)cc1[N+](=O)[O-])c1ccc2c(c1)OCCO2	9	11	-1	-1	-0.2	-2	1	-1	i
O=C(c1ccc(Cl)c(S(=O)(=O)N2CCOCC2)c1)N1CCCCC1	7	1	3	-3	0.5	-4	2	-6	i
Cc1cc(O)c(C(=O)/C=C/c2c(F)c(F)c(F)c(F)c2F)c(=O)o1	-98	-16	-45	0	1.1	-1	-1	44*	·
Cc1sc2nc(-c3ccco3)oc(=O)c2c1C	2	1	2	29	1.1	-3	-3	6	i
COc1cc(C(=S)N2CCOCC2)cc(OC)c1OC(=O)c1cccc(C)c1	16	-13	-2	10	-1.5	-2	5	-2	i
COCCSc1ccccc1C(=O)N1CCN(c2ccccc2OC)CC1	26	-2	3	-4	1.1	-2	-1	5	i
Cc1nc(C(=O)NC2CCOCC2)sc1C1(C)CC(c2cccc([N+](=O)[O-])c2)=NO1 (configuration not stated)	9	-7	7	0	-0.6	-2	2	-3	i
CC(C)(C)c1ccc2c(c1)OCC(C(=O)O)O2 (configuration not stated)	3	3	-1	-2	-0.2	-3	-2	0	i

2 successive entries from above, quoted:
SMILES	MLLE-PAM2 inh	eLon inh	MT1-MMP act inh	FAS TE block	MsrA inh	bovine MsrA act	Rin1-Abl PPI inh	CSN deneddyl inh	Rpn11 block
O=C(NCc1ccco1)c1cc(-c2ccc3c(c2)OCO3)on1	1	6	0	-3	-0.4	-7	6	4	i
Nc1ccc2c(S(=O)(=O)O)cccc2c1S(=O)(=O)O	11	-4	-7	-8	0.7	-2	0	-2	i

Remaining list, next part:
SMILES	MLLE-PAM2 inh	eLon inh	MT1-MMP act inh	FAS TE block	MsrA inh	bovine MsrA act	Rin1-Abl PPI inh	CSN deneddyl inh	Rpn11 block
COc1ccc(NC(=O)CCN2CCN(S(=O)(=O)c3ccc(C(C)C)cc3)CC2)cc1	15	-6	-5	17	0.8	0	3	3	i
Nc1nnnn1CC(=O)N/N=C/c1cccs1	-8	-8	3	-4	1.5	-5	-2	3	i
COC(=O)[C@]1(Cc2ccccc2)N[C@H](CN(C)C(=O)Nc2ccc(OC)cc2)[C@@H]2C(=O)N(Cc3ccccc3)C(=O)[C@@H]21	9	-5	3	24	-0.7	-4	-3	0	i
COc1ccc(C(=O)NC(=S)NCc2cccnc2)cc1Cl	35	7	-2	2	0.5	-1	3	-3	i
CN(Cc1cnn(C)c1)C(=O)c1cc2ccccc2oc1=O	7	5	2	-15	0.8	2	0	0	i
COc1ccccc1Nc1nc(-c2sc(NC(=O)c3ccccc3)nc2C)cs1	-16	-21	-2	12	1.7	-3	-1	7	i
Cc1cccc(C(=O)OCC(=O)N2CCC(c3ccccc3)=N2)c1O	6	-16	-6	20	0.7	-2	-1	-1	i
CCCCn1c(N)c(-c2nc3ccccc3s2)c2c([N+](=O)[O-])nn(C)c(=O)c21	10	1	3	34	0.0	1	1	1	i
COc1ccc(-c2nc3ccccc3c(=O)o2)cc1OC	-6	0	-1	13	1.9	-1	2	5	i
Cc1cc(C)c(C#N)c(Sc2ccc(N)cc2)n1	5	2	-1	1	0.0	-2	1	-3	i
O=S(=O)(c1ccc2c(c1)OCCO2)N1C[C@@H]2C[C@H]1CN2S(=O)(=O)c1c(F)cccc1F	10	4	-1	14	-1.4	-3	0	1	i
Cc1cc(N2CCOCC2)nc2ccc(NC(=O)CCC(=O)N3CCCC(C)C3)cc12 (configuration not stated)	-18	2	-6	-6	0.5	-10	-7	4	i
CCn1c(SC)nnc1-c1sc2cc(Cl)ccc2c1Cl	1	2	-8	7	0.2	-6	2	2	i
CCCC(=O)Nc1ccc(C(=O)Nc2cccc(OC)c2)cc1	-1	-2	1	-7	0.8	-2	-1	0	i
CC1CCCN(C(=O)NC(=O)c2ccc(Cl)cc2)C1 (configuration not stated)	5	0	3	-8	2.2	3	-1	7	i
COc1ccc(C2=NN(C(=O)CSc3ncccn3)C(c3cccc(OC)c3OC)C2)cc1 (configuration not stated)	-2	7	0	15	-0.1	-3	0	5	i
COC(=O)C1=C(C)N(Cc2ccccc2)C(=NCc2ccccc2)N[C@H]1c1ccccc1	-132	-1	-1	-6	0.2	2	-3	-1	i
O=C(N/C(=C\c1ccccc1)C(=O)N1CCOCC1)c1cccc(Br)c1	1	5	2	-2	0.4	-4	-3	-2	i
COc1ccc(Br)c(C(=O)Nc2cccc(S(=O)(=O)N3CCOCC3)c2)c1	-3	5	1	5	-0.7	-3	5	6	i
COc1ccc(NS(=O)(=O)c2cc(S(C)(=O)=O)ccc2C)cc1	9	14	4	-12	-0.2	-6	0	-3	i

Arranged by value in MT1-MMP act inh (ascending): 3 from the list above
SMILES,MT1-MMP act inh
Cc1cc(N2CCOCC2)nc2ccc(NC(=O)CCC(=O)N3CCCC(C)C3)cc12 (configuration not stated),-6
CN(Cc1cnn(C)c1)C(=O)c1cc2ccccc2oc1=O,2
CC1CCCN(C(=O)NC(=O)c2ccc(Cl)cc2)C1 (configuration not stated),3

Further results
SMILES	MLLE-PAM2 inh	eLon inh	MT1-MMP act inh	FAS TE block	MsrA inh	bovine MsrA act	Rin1-Abl PPI inh	CSN deneddyl inh	Rpn11 block
Cc1ccc(C)c(NC(NC(=O)c2cccnc2)C(Cl)(Cl)Cl)c1 (configuration not stated)	-9	1	3	5	0.2	-8	2	1	i
Cc1ccc2nc(NC(=O)C3CCCN(S(=O)(=O)c4cnc[nH]4)C3)sc2c1 (configuration not stated)	12	5	-1	-32	-1.6	-3	0	-5	i
CCN1C(=O)/C(=C/C=C2/SCCN2C)SC1=S	-138	-472	-52	-83	0.3	-13	-13	103	·
Cc1ccnc(NC(=O)c2ccc3c(c2)NC(=O)C(C)S3)c1 (configuration not stated)	-7	-10	-3	-3	1.2	1	2	-4	i
CCn1cc(S(=O)(=O)Nc2cc(C(=O)OC)ccc2C)cn1	-15	-1	-1	-4	0.6	-3	-4	-1	i
O=C(N/N=C/c1cccc(OCc2ccccc2)c1)c1cccs1	13	1	4	18	3.6	-4	3	-2	i
S=C(NCCc1ccccc1)NCc1cccc(Cl)c1	-70	1	4	20	·	-4	2	-2	i
O=c1c2ccc(Cl)cc2nc(-c2cccc(C(F)(F)F)c2)n1O	-5	-3	-8	-5	0.4	-4	-2	-1	i
COc1cc(C2C3=C(COC3=O)Oc3cc4c(cc32)OCO4)ccc1OC(C)=O (configuration not stated)	0	0	15	1	-0.7	-2	5	-2	i
COc1cc(OC)cc(C(=O)Nc2cccc3nc(C)ccc23)c1	8	-2	-3	-4	0.0	-1	0	0	i
CCO[C@H]1OC(C(=O)N2CCCCCCC2)=C[C@@H](c2ccccc2)[C@@H]1CCCO	-11	-8	0	-3	2.6	-2	0	-1	i
O=C(NCCc1ccccc1)c1ccccc1NC(=O)C1CC=CCC1C(=O)O (configuration not stated)	-1	-6	-3	-11	-0.5	-9	1	-12	i
COC(=O)NC(NC(=S)Nc1ccccc1OC)C(Cl)(Cl)Cl (configuration not stated)	19	-12	-4	-4	1.7	-2	-1	-5	i
COC(=O)c1ccccc1NC(=O)CN1CCC(NC(=O)c2ccc(C)cc2)CC1	0	1	1	1	-0.4	-11	-4	-4	i
Cc1ccc(S(=O)(=O)NC(=O)C2(C)CCN2C(=O)CC2CCCC2)cc1 (configuration not stated)	8	-5	2	-5	1.8	-1	0	-8	i
CCCCCCCCC(=O)NNC(=O)c1c(O)c2ccccc2n(CC)c1=O	-14	2	3	10	1.2	-2	5	-2	i
CCN(CC)CCCNC(=O)c1nn(-c2ccccc2OC)c(=O)c2ccccc12	5	10	-12	-6	-0.9	-2	-2	2	i
CCCCOC(=O)Nc1ccc(C)c(Cl)c1	20	4	-3	15	-0.1	-5	0	1	i
CCCc1nc2n[nH]c(N)c2c2c1CCCC2	-16	-2	25	3	-0.2	2	-4	5	i
CC1=C(C)CC(C(=O)Nc2cccc([N+](=O)[O-])c2)C(C(=O)O)C1 (configuration not stated)	7	-13	14	2	0.5	-4	1	-15	i
O=C(NCc1ccccc1)c1cc(C2COCCN2S(=O)(=O)c2cccs2)on1 (configuration not stated)	8	-6	-3	-2	0.8	-4	-1	-2	i
Cc1cc2nnc(SC3CCCCN(C(=O)c4ccc(F)cc4)C3=O)n2c2ccccc12 (configuration not stated)	-63	0	4	9	0.8	0	-2	-2	i
CC1CCc2sc3nc(NCc4ccco4)n4ncnc4c3c2C1 (configuration not stated)	-5	-11	2	14	1.0	-5	4	-1	i
COc1ccc(NS(=O)(=O)c2cccc(C(=O)NCCCN3CCCC3=O)c2)cc1	7	5	4	-6	-1.4	0	0	3	i
CCCN1CNC(=S)N(c2ccc(C(=O)OCC)cc2)C1	3	0	4	-8	-0.2	-4	3	3	i
CC1(C)CC(=O)C2=C(C1)OC(N)=C(C#N)C2CCc1ccccc1 (configuration not stated)	14	7	-2	6	-0.5	-10	0	4	i
Cc1nc2sccn2c(=O)c1CCN1CCC(=C(c2ccc(F)cc2)c2ccc(F)cc2)CC1	6	3	-7	35	0.4	0	1	-2	i
C[C@H]1CN([C@@H](C)CO)C(=O)CCCn2nncc2CO[C@@H]1CN(C)S(=O)(=O)c1ccccc1	-2	5	1	-6	1.2	-7	0	5	i
O=C(Cn1c(COc2ccc(Cl)cc2)nc2ccccc21)NCC(F)(F)F	19	-1	0	-2	-0.3	-3	1	-10	i
O=c1cc(CSc2nc3ccccc3c(=O)[nH]2)c2ccc(O)cc2o1	8	-5	-16	-2	1.4	-5	-2	4	i
CCC(=O)Nc1cccc(C2=NOC3(C2)C[C@@H](C(N)=O)N(C(=O)c2cc([N+](=O)[O-])cc([N+](=O)[O-])c2C)C3)c1 (some centres not stated)	-8	4	6	8	1.3	-2	2	2	i
Cc1cccc(NC(=O)c2cccc(Cn3cc(Br)c([N+](=O)[O-])n3)c2)c1C	4	-2	-7	22	-0.3	-2	-1	-1	i

Screens from PubChem BioAssay.
